Compound activity as filed in PubChem.
Tau fibril ThT = blocks human tau fibril formation measured by thioflavin T | recombinant tau K18 P301L (four-repeat tau fragment), heparin-induced fibrillization, ThT fluorescence | Potency, µM (titrated, usually from 57.4 µM), for the others: at the top dose activity, negative = inhibition, actives largely listed as inhibitors | actives 2.1% (n = 270,000) | AID 1460; note: % is set by controls: 0 for no effect and ±100 for the full control effect; nearly all actives have a fitted effect of over 55% in size
Target sequence (P10636 561-689 P618L limits assumed): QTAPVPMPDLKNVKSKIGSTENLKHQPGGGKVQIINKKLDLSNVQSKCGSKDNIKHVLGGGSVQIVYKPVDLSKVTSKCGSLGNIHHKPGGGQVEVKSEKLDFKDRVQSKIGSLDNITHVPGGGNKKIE
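Heparin-induced fibrillization of the P301L-mutant K18 repeat-domain fragment of human tau was followed by ThT binding in quantitative high-throughput format.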
SMN2 splice up = SMN2 splice variant enhancement; actives 2.8% (n = 210,000); Potency, µM (highest dose often 46.1 µM), for inactives: at the highest dose activity change, positive = activation, actives largely listed as activators; HEK293 SMN2-luciferase splicing reporter, luminescence, 30-36 h; note: % of control where 0% means no effect; nearly all actives have a fitted effect of over 55% in size
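HEK293 cells carry an SMN2 […]–luciferase reporter in which exon 7 inclusion puts luciferase in frame. Cells were plated 10-12 h before compound addition, then incubated 30-36 h at 37C. ONE-Glo luminescence was read; sodium butyrate at 4.5 mM final served as control.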
An asterisk follows results filed as active; u = inconclusive; [ ] = remark or other dose. Calls come from the whole dose curve; as a rule, active = well fitted curve in the direction sought with a large enough effect; inconclusive = small, poorly fitted or top-dose-only effect, or another doubt; inactive = no such curve, though single readings can be large; an effect the other way counts as inactive or inconclusive. Potency is the fitted concentration of half-maximal effect. Some of the compounds tested (hit frequency here may not be typical).

Preview (two entries):
compound	Tau fibril ThT	SMN2 splice up
CCN1C(=O)c2ccccc2S(=O)c2ccc(C(=O)N3CCN(c4cccc(C)c4)C(C)C3)cc21 (stereo not drawn)	-12%	-41%[inhibitor]
COc1ccc(-n2c(=O)c3c4c(sc3n(Cc3cc(C)ccc3C)c2=O)CN(C(C)=O)CC4)c(OC)c1	u	18%

This part in full (from the top)
compound	Tau fibril ThT	SMN2 splice up
CCN1C(=O)c2ccccc2S(=O)c2ccc(C(=O)N3CCN(c4cccc(C)c4)C(C)C3)cc21 (stereo not drawn)	-12%	-41%[inhibitor]
COc1ccc(-n2c(=O)c3c4c(sc3n(Cc3cc(C)ccc3C)c2=O)CN(C(C)=O)CC4)c(OC)c1	u	18%
O=C(CC1C(=O)N(c2ccccc2)C(=O)N1CCc1cccs1)Nc1ccc(Cl)cc1 (stereo not drawn)	9%	19%
CCN(CC)c1ccc(NC(=O)C2CCCN(S(=O)(=O)c3ccc4c(c3)oc(=O)n4C)C2)c(C)c1 (stereo not drawn)	-14%	-3%
CCOC(=O)c1[nH]c2c(c1Cc1ccccc1C)C(=O)CC(c1cc(OC)ccc1OC)C2 (stereo not drawn)	2%	-5%
CCOC(=O)c1cccc(NC(=O)CCS(=O)(=O)c2ccc3c(c2)CCN3C(=O)CC)c1	-10%	5%
COCCCN1C(=O)c2[nH]nc(-c3ccccc3O)c2C1c1ccc(OC)cc1 (stereo not drawn)	-8%	4%
Cn1c(SCc2ccc(F)cc2)nc2ccc(C(=O)NCc3ccc(Cl)cc3)cc21	-12%	8%
COc1cc(NC(=O)c2cn(C3CCCC3)c(=O)c3c2c2ccccc2n3C)cc(OC)c1OC	-10%	1%
COC(=O)c1ccc(NC(=O)Cc2coc3cc(C)ccc23)cc1	-14%	u
COc1ccc(N(CC(=O)NCCc2ccc(Cl)cc2)S(=O)(=O)c2c(C)nn(C)c2C)cc1	-1%	-15%
COC(=O)c1cc2occc2n1CC(=O)Nc1cccc(SC)c1	6%	4%

Sorted by number of heavy atoms (highest first): 7 of the compounds above.
compound	Tau fibril ThT	SMN2 splice up
CCN(CC)c1ccc(NC(=O)C2CCCN(S(=O)(=O)c3ccc4c(c3)oc(=O)n4C)C2)c(C)c1 (stereo not drawn)	-14%	-3%
COc1ccc(N(CC(=O)NCCc2ccc(Cl)cc2)S(=O)(=O)c2c(C)nn(C)c2C)cc1	-1%	-15%
CCOC(=O)c1cccc(NC(=O)CCS(=O)(=O)c2ccc3c(c2)CCN3C(=O)CC)c1	-10%	5%
O=C(CC1C(=O)N(c2ccccc2)C(=O)N1CCc1cccs1)Nc1ccc(Cl)cc1 (stereo not drawn)	9%	19%
Cn1c(SCc2ccc(F)cc2)nc2ccc(C(=O)NCc3ccc(Cl)cc3)cc21	-12%	8%
COCCCN1C(=O)c2[nH]nc(-c3ccccc3O)c2C1c1ccc(OC)cc1 (stereo not drawn)	-8%	4%
COC(=O)c1ccc(NC(=O)Cc2coc3cc(C)ccc23)cc1	-14%	u

Following part
compound	Tau fibril ThT	SMN2 splice up
Fc1ccccc1-n1ncc2c1ncn1nc(COc3ccc(Cl)cc3)nc21	u	15%
CCOc1ccc(C(=O)Nc2cc(-c3nc4ccccc4s3)ccc2OC)cc1	-6%	15%
COc1cc(OC)cc(-c2nc3nc(C)c(CCC(=O)Nc4cc(F)ccc4F)c(C)n3n2)c1	u	7%
Cc1ccc(NC(=O)c2nnn(Cc3cccc(C(F)(F)F)c3)c2N)c(C)c1	-13%	-18%
COc1ccc(-n2nnnc2C2CCN(S(=O)(=O)c3ccc(C)cc3)CC2)cc1	-6%	-16%
Cc1ccc(C(=O)c2cn(Cc3ccccc3)c3ccccc3c2=O)cc1	-16%	14%
COc1ccc(OC)c(N(CC(=O)NCc2ccccc2)S(=O)(=O)c2ccccc2)c1	-4%	8%
CCOC(=O)c1cnn(-c2cccc(Cl)c2)c1C1CCN(C(=O)OC(C)(C)C)CC1	-17%	-4%
CC(=O)c1ccc(N2CCN(C(=O)C3CCCN(S(=O)(=O)c4ccc(Br)s4)C3)CC2)cc1 (stereo not drawn)	u	-7%
Cc1ccc(-c2[nH]c3ccccc3c2SCCNC(=O)c2ccc(S(=O)(=O)N(C)C)cc2)cc1	-2%	-14%
O=C(CSc1nc(-c2ccc(F)cc2)[nH]c1-c1ccccc1)Nc1ccccc1	6%	-11%
Cc1ccc(CNc2nc3ccc(Cl)cc3n3nnnc23)cc1	-9%	12%

Later entries:
compound	Tau fibril ThT	SMN2 splice up
CCN1C(=O)C2(c3ccccc31)c1c(oc3ccc(C)cc3c1=O)C(=O)N2CCCOC(C)C (stereo not drawn)	0%	-3%
COc1ccccc1NC(=O)C1=C(C)Nc2nc(SCc3ccccc3)nn2C1c1ccccn1 (stereo not drawn)	-6%	-12%
O=c1n(Cc2cccc(C(F)(F)F)c2)c2ccccc2c2nc(-c3ccccc3)nn12	-1%	16%
CCOC(=O)c1cc(OC(=O)c2ccccc2C)n(-c2ccccc2)n1	u	-8%
CCOc1ccc(-n2c(SCC(N)=O)nc3c(oc4ccccc43)c2=O)cc1	9%	-14%
CCS(=O)(=O)c1ncc(Cl)c(C(=O)N(Cc2ccccc2)Cc2ccco2)n1	u	17%
CCCSc1ncc(Cl)c(C(=O)N2CCN(c3cccc(Cl)c3)CC2)n1	-15%	-23%
CCCN1CCN(CCCNC(=O)c2ccc3c(c2)sc2nc(-c4ccc(OCC)cc4)cn23)CC1	u	-94%[inhibitor]
Cc1cccc(C)c1Nc1c(-c2ccccc2F)nc2cccc(C)n12	u	-103%[inhibitor]
COc1cccc(C2C(C(=O)Nc3ccccc3OC)=C(C)Nc3nc4ccccc4n32)c1 (stereo not drawn)	-1%	23%
Cc1ccc(-n2c3c(c(=O)[nH]c2=O)C(NC(=O)c2ccccc2F)(C(F)(F)F)C(=O)N3)cc1C (stereo not drawn)	-1%	6%
CC(C)(C)c1ccc(C(=O)Nc2ccc(OCc3cc(=O)n4ccsc4n3)cc2)cc1	u	-9%

(next part)
compound	Tau fibril ThT	SMN2 splice up
COc1ccc(Nc2c3c(nc4ccccc24)CCC3)cc1Cl	-11%	-34%[inhibitor]
CCOC(=O)Cc1c(C)nc2c(-c3ccc(Cl)cc3)c(C(F)(F)F)nn2c1C	-5%	-40%[inhibitor]
Cc1cc(C)c(NC(=O)Cn2c(=O)n(CC(=O)NCc3ccccc3Cl)c(=O)c3sccc32)c(C)c1	u	-6%
COc1ccc(CNc2nc3c(c(=O)n(C)c(=O)n3C)n2Cc2ccccc2Cl)cc1	3%	-3%
CCOc1ccc(NC(=O)Cn2c(=O)n(Cc3ccc4c(c3)OCO4)c(=O)c3ccc(C(=O)NC4CCCCC4)cc32)cc1	14%	5%
CCOc1ccc(NC(=O)c2ccc3c(SCC(=O)O)c4c(nc3c2)CCC4)cc1	u	-65%[inhibitor]
CCOc1ccc(NC(=O)c2oc3ccccc3c2NC(=O)COc2cccc(OC)c2)cc1	5%	-3%
COc1ccc(CSc2nc3ccncc3n2CC(=O)Nc2ccc(C)c(F)c2)cc1	10%	u
COCCNC(=O)CCn1c(=O)c2cc(OC)c(OC)cc2n(CC(=O)Nc2ccc(F)c(Cl)c2)c1=O	-1%	3%
COC(=O)c1n[nH]n(-c2ccccc2)c1=O	-8%	5%
Cc1cccc(C)c1NC(=O)CCS(=O)(=O)c1ccc2c(c1)n(C)c(=O)c(=O)n2C	1%	0%
CCc1ccc2occ(CC(=O)Nc3c(C(=O)Nc4ccc(OC)cc4)oc4ccccc34)c2c1	-1%	-4%

(more compounds)
compound	Tau fibril ThT	SMN2 splice up
CCCCN1C(=O)C(O)(CC(=O)c2ccc(C(C)(C)C)cc2)c2ccccc21 (stereo not drawn)	-13%	5%
COc1ccccc1N(Cc1cc2cccc(C)c2[nH]c1=O)C(=O)c1cccc(Cl)c1	-12%	-1%
Cc1ccc(Cn2c(=O)n(CCc3ccccc3)c(=O)c3sc4ccccc4c32)cc1	-4%	5%
O=C(Nc1c(C(=O)Nc2ccc(F)cc2)oc2ccccc12)c1cc2ccccc2o1	6%	2%
Cc1cc(C)c2oc(C(=O)Nc3ccc(S(=O)(=O)Nc4ncccn4)cc3)cc(=O)c2c1	-13%	14%
Cc1ccc(C)c(OCCn2c(CCNC(=O)C3CCCCC3)nc3ccccc32)c1	-1%	7%
CCOC(=O)c1c(NC(=O)CSc2cn(CCNC(=O)c3ccccc3F)c3ccccc23)sc2c1CCC2	-6%	-4%
COc1ccc(-c2nc(-c3ccccc3)c(-c3ccc(F)cc3)[nH]2)c(OC)c1C	u	-15%
COc1ccccc1CNC(=O)c1cccc(Nc2nc3ccccc3n3nnnc23)c1	4%	21%
CCOc1ccc(-n2nc(CO)c(C(=O)NCc3ccccn3)n2)cc1	u	-2%
COCCNC(=O)CSc1nc(-c2ccccc2)[nH]c1-c1ccc(C)cc1	-12%	-2%
COc1ccc(-n2c(=O)c3ccccc3n(Cc3ccccc3Cl)c2=O)cc1	u	6%

Following part
Second line of a record – Tau fibril ThT	SMN2 splice up
> COCCNC(=O)C(=O)Nc1ccc2nc3n(c(=O)c2c1)CCCCC3
  -8%	2%
> COC(=O)c1ccccc1NC(=O)CCCS(=O)(=O)c1nc(-c2ccccc2OC)cc(C(F)(F)F)n1
  -14%	8%
> CCc1nc2ccccc2n1CCCCOc1cccc(C)c1
  u	-22%
> Cc1cccc(N2CCN(C(=O)CN3C(=O)COc4ccc(S(=O)(=O)N5CCOCC5)cc43)CC2)c1C
  -17%	-8%
> CCC1CCCCN1CCCNC(=O)c1cc2c(=O)n(CC)c3ccccc3c2s1 (stereo not drawn)
  -7%	11%
> CCOc1ccc(NC(=O)Cn2c(=O)n(CCCCC(=O)NCc3ccc4c(c3)OCO4)c(=O)c3ccccc32)cc1
  4%	-2%
> CCCCNC(=O)CCn1c(=O)c2ccccc2n(Cc2cccc(Cl)c2)c1=O
  7%	5%
> Cc1ccc2nc(-c3ccsc3)c(Nc3ccccc3C)n2c1
  -7%	20%
> CCOc1ccc(N2CC(c3nc4ccccc4n3CC(C)C)CC2=O)cc1 (stereo not drawn)
  -7%	-6%
> Cn1c(=O)c(=O)n(C)c2cc(NS(=O)(=O)c3ccc(Br)cc3)c(Cl)cc21
  -16%	16%
> Cc1cc(C)cc(NC(=O)Cn2nnc(C(=O)NCCc3ccccc3)c2N)c1
  8%	0%
> COc1ccc(CNC(=O)CCc2c(C)nc3cc(-c4ccc(OC)cc4OC)nn3c2C)cc1
  -14%	-5%
> O=C(CCC1N=C2c3ccccc3N=C(SCC(=O)Nc3ccccc3F)N2C1=O)NCc1ccco1 (stereo not drawn)
  -9%	14%
> Cc1cc(C)c(NC(=O)Cn2c(=O)n(CCCCC(=O)NCc3ccccc3Cl)c(=O)c3ccccc32)c(C)c1
  2%	-4%
> Cc1ccc2c(c1)C(=O)C(=O)N2Cc1ccc(OC(C)C)cc1
  u	-14%
> CCOC(=O)c1ccccc1NC(=O)CSc1nc2ccncc2[nH]1
  -3%	-18%
> CCC1CCc2c(sc(NC(=O)C3c4ccccc4Oc4ccccc43)c2C(=O)OC)C1 (stereo not drawn)
  -17%	-21%
> CCc1cc(=O)oc2c3c(c(Cl)cc12)OCN(Cc1cccc(OC)c1)C3
  -16%	-7%
> CCOc1ccccc1NC(=O)Cn1cnc2c1c(=O)n(C)c(=O)n2C
  1%	-21%
> COc1ccccc1CNC(=O)CCC1N=C2c3ccccc3N=C(SCc3ccc(C)cc3C)N2C1=O (stereo not drawn)
  u	5%

Going on with the list.
Second line of a record – Tau fibril ThT	SMN2 splice up
> COc1nnc(-c2ccc(N3CCCCC3)c(NC(=O)c3ccccc3Cl)c2)c2ccccc12
  -12%	31%
> COCCNC(=O)CN1C(=O)COc2ccc(S(=O)(=O)N3CCCC3)cc21
  -11%	0%
> COCCNC(=O)CCn1c(=O)[nH]c2cc(OC)c(OC)cc2c1=O
  -2%	1%
> COc1ccccc1NC(=O)c1cc2c(n(-c3ccc(C)cc3)c1=O)CC(C)(C)CC2=O
  u	-11%
> Cc1ccc2c(=O)cc(C(=O)Nc3sc4c(c3C(=O)NCc3cccnc3)CCCC4)oc2c1C
  u	16%
> Cc1oc(-c2cccc(Cl)c2)nc1CN1CCC(C(=O)NC(C)C)CC1
  -6%	4%
> Nc1c(C(=O)Nc2ccccc2)nnn1Cc1ccc(F)cc1Cl
  1%	8%
> Cc1ccc(C)c(OCCn2cc(C(=O)c3cccs3)c3ccccc32)c1
  -2%	-13%
> CCOc1ccc2nc(N3CCCC(C(=O)NCc4ccccc4OC)C3)sc2c1 (stereo not drawn)
  u	11%
> CCCCCCc1cc2cc(-c3nnc(-c4cccc(Cl)c4)o3)c(=O)oc2cc1O
  -16%	-7%
> Cc1c(NC(=O)c2cccc3c(Cl)cccc23)cccc1-c1nc2ccccc2o1
  -7%	-1%
> Cc1ccc(NC(=O)c2nnn(Cc3ccccc3)c2N)cc1C
  2%	23%
> COC(=O)c1cc2oc3ccccc3c2n1Cc1c(F)cccc1Cl
  -19%	8%
> CCn1cc(/C=C(\NC(=O)c2cc(OC)c(OC)c(OC)c2)C(=O)NCCCn2ccnc2)c2ccccc21
  2%	10%
> CCOC(=O)c1ccccc1NC(=O)CN1C(=O)CC(c2ccco2)Sc2ccccc21 (stereo not drawn)
  -16%	-12%
> Cc1cccc(C(=O)Nc2ccc(-c3nc4cc(C(C)C)ccc4o3)cc2)c1
  2%	-3%
